# Screening results deposited in PubChem by several laboratories.
# UTI89 phage lysis: protection from phage-mediated lysis, alamar blue read-out – E. coli UTI89, K1F phage, bacterial capsule biogenesis inhibitors (AID 488966) | E. coli UTI89 K1F phage lysis, alamar blue, 2 h; higher % means a stronger effect | one-dose inhibition, % at 100 µM; IC50 in µM for titrated hits | 0.02% of 340,000 active;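 active means phage lysis inhibition, versus mean bacterial control, above a set limit; inconclusive means no clear call, values can overlap the other calls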;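 further: capsule biogenesis inhibitors block K1F phage lysis so surviving cells raise fluorescence; higher fluorescence means more inhibition of phage lysis; actives were called in the ten point dose series up to 300 µM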
# NTR1 agonist: agonists of NTR1, primary screen, imaging, U2OS cells, beta-arrestin-GFP, high content (AID 493036); 0.17% of 330,000 active; NTR1-U2OS beta-arrestin-GFP spot imaging, agonist mode; activation, % at 20 µM; P30989;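 active means activation at or above 40% of the spot to cytoplasm intensity ratio, with at least 20 cells analyzed; inconclusive means wells under 20 cells, flagged as cytotoxic or low count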;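 further: 0% = DMSO without peptide and 100% = 100 nM NTR1 peptide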
# Target sequence (P30989 whole entry, looked up): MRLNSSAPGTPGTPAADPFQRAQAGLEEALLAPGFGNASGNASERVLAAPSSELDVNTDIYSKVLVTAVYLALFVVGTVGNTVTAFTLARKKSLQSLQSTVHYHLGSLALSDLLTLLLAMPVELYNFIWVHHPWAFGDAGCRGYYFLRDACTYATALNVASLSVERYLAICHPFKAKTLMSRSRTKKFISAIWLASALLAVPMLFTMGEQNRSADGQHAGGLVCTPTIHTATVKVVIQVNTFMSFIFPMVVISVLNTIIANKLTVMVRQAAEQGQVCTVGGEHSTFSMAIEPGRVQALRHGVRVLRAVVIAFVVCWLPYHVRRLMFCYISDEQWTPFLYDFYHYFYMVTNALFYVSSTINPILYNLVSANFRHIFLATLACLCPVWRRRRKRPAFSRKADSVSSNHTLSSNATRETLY
# WT yeast gro inh: growth inhibition of WT yeast, mitochondrial fusion screen | 2.1% of 190,000 active | inhibition, % at 10 µM | mitochondrial fusion phenotypic screen, WT strain | AID 1362; in the data active means inhibition above about 58%; tested in S. cerevisiae
# Dengue-2 NS5 capping: flavivirus cap methylation enzyme inhibition – biochemical, confirmation dose response, primary screen (AID 588689) | Dengue-2 NS5 methyltransferase capping enzyme assay, biochemical; higher % means a stronger effect | inhibition, % at 25 µM; hits with a dose series show IC50 in µM | 0.3% of 340,000 active; in the data active means a potency from the dose series; inconclusive means inhibition above about 29% without an active follow-up result
# RSV CPE inhibition: RSV antiviral activity via CPE protection, HEp-2 cells, primary 10 µM value included (AID 2391). HEp-2 cells, RSV-induced CPE inhibition; higher % means a stronger effect. CPE inhibition, % at 10 µM, or IC50 in µM where a hit was titrated. 0.13% of 310,000 active; in the data active means a potency from the dose series; inconclusive means CPE inhibition mostly from about 23% at the one dose, without a potency; inactive means the rest, 99 in 100 with CPE inhibition below about 21%; further: strong numbers were not always called active
# Autophagy HCS: alters autophagy in cells; MEF GFP-LC3 puncta imaging; test concentration mostly 10 µM; calls only at 10 µM (by protocol); 0.98% of 190,000 active; AID 463193;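 active means percentage of spot-positive cells more than 3 SD above its plate mean, without a fluorescence outlier flag or 80% toxicity; inconclusive means no clear call, values can overlap the other calls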;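 further: spot-positive cell cutoff set from DMSO-treated cells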
# AID2073: inhibitors of Mint1-CaV2.2 protein interaction, biochemical, HTRF (AID 2073) | inhibition, % at 20 µM; hits with a dose series show IC50 in µM | HTRF protein-protein interaction, Mint1-CaV2.2; higher % means a stronger effect | 0.19% of 290,000 active; in the data active means inhibition mostly above about 51%, no sharp cut-off; inconclusive means no clear call, values can overlap the other calls; inactive means mostly below about 53%; further: some results filed as inactive read as strong as hits
# LYP phosphatase: inhibitors of LYP phosphatase, biochemical, fluorescence intensity, uHTS (AID 1779). inhibition, % at 11.5 µM; hits with a dose series show IC50 in µM. 0.054% of 290,000 active. recombinant LYP phosphatase, fluorescence intensity; higher % means a stronger effect; in the data active means inhibition above about 50%;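 further: plate controls were vehicle with enzyme for no effect and no enzyme for full effect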
# GPR35 arrestin U2OS: GPR35 antagonists blocking zaprinast-driven arrestin recruitment, primary screen, imaging, U2OS, beta-arrestin-GFP, zaprinast agonist (AID 2058); one-dose inhibition, % at 10 µM; IC50 in µM for titrated hits; U2OS GPR35 beta-arrestin-GFP translocation imaging, zaprinast antagonism; higher % means a stronger effect; 0.052% of 290,000 active;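 active means inhibition of at least 50% with at least 30 cells and total cytoplasm GFP at most 10,000,000; inconclusive means under 30 cells or total GFP of 10,000,000 plus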
# WT yeast gro inh mutant strain: recorded beside WT yeast gro inh, whose call it bears; inhibition, %; mitochondrial fusion phenotypic screen, mutant strain inhibition
# Autophagy HCS cell loss 18 h: second read-out of Autophagy HCS, no call of its own (marks repeat the call); toxicity, %; measured here: cell loss, nuclei count;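 cell loss after 18 h compound exposure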
# NTR1 agonist cell count 20 µM: also measured in NTR1 agonist; calls as there; cell count; measured here: cell count, cytotoxicity flag
# Dengue-2 NS5 capping pilot replicate: further read-out of Dengue-2 NS5 capping, marked with its call; inhibition, %; measured here: pilot screen replicate inhibition
# * hit, by the source's call; i = inactive; ? = inconclusive; . = no result given; [ ] = dose if it differs, or a comment.
SMILES,UTI89 phage lysis,NTR1 agonist,NTR1 agonist cell count 20 µM,WT yeast gro inh,WT yeast gro inh mutant strain,Dengue-2 NS5 capping,RSV CPE inhibition,Autophagy HCS,Autophagy HCS cell loss 18 h,AID2073,LYP phosphatase,GPR35 arrestin U2OS,others
Cc1cc(NC(=O)CCN2CC(C)OC(C)C2)ccc1Br (stereo not given),0.7%,-0.3,88,.,.,-6%,0.0%,.,.,-3%,-12%,5%,
Brc1cccc(CNCc2ccncc2)c1,-0.2%,0.1,55,.,.,3%,-0.1%,.,.,2%,-14%,-4%,
O=C1CCN(CCCc2ccccc2)CCN1[C@H](CO)c1ccccc1,4.0%,-0.6,57,.,.,-7%,0.1%,.,.,7%,-9%,6%,
Nc1cc(=O)[nH]c(SCC(=O)Nc2ccc(Oc3ccccc3)cc2)n1,-0.9%,2.2,51,.,.,-3%,9.7%,.,.,28%,-2%,17%,
CSc1ccc(CCNC(=O)c2cc(-c3ccccc3)c(N3CCOCC3)s2)cc1,0.0%,1.9,64,.,.,-8%,3.3%,.,.,4%,-1%,8%,
O=C(O)c1ccc(CNS(=O)(=O)c2ccc(Oc3ccccc3Cl)cc2)cc1,-0.5%,0.5,47,.,.,-9%,19%,.,.,10%,-8%,-5%,
CN(Cc1ccc(F)cc1)C(=O)c1cc(COc2ccc(-n3cncn3)cc2)on1,0.2%,-0.7,44,.,.,-1%,4.0%,.,.,0%,-5%,-2%,
CN1CCN(c2cc(-c3cc(O)c4ncccc4c3)ccn2)CC1,0.0%,4.4,56,.,.,7%,-1.0%,.,.,.,.,.,
COc1cc(NC(=O)CCC(=O)c2cccs2)cc(OC)c1,0.6%[50 µM],0.3,54,.,.,-5%,1.8%,.,.,5%,-5%,7%,
Cn1c(=N)n(CC(O)c2cccs2)c2ccccc21 (stereo not given),-1.2%,2.0,43,10,0,-6%,0.5%,i,9,4%,-5%,4%,
COc1ccc(C2N=C(c3ccccc3)C(C)(C)N2O)cc1 (stereo not given),0.1%,-0.3,44,11,10,-3%,-0.7%,i,-4,6%,-5%,4%,
Cn1cccc1Cc1nnc(SCC(=O)N2CCc3ccccc32)n1-c1ccc(F)cc1,-8.6%,5.7,66,-11,13,-6%,-0.4%,i,11,-6%,-5%,-2%,
C#CCOCCOCCOCCNc1nc(N2CCN(C(=O)[C@H]([C@@H](C)CC)n3cc([C@@H](N)CC(C)C)nn3)CC2)nc(N2CCN(C(=O)[C@H](CCCCN)n3cc([C@@H](N)CO)nn3)CC2)n1,1.6%,-4.7,53,-34,-27,-7%,0.3%,i,-8,10%,-7%,5%,
Cc1cccc(-c2nc(C#N)c(NC3CCCCC3)o2)c1,1.4%,3.0,43,-9,-3,-8%,?,i,19,14%,-8%,-15%,
O=C(O)COc1cccc2nsnc12,2.3%,-2.5,79,19,9,0%,1.3%,i,2,15%,-8%,-7%,
CCN1C(=O)C(=O)N(Cc2ccc(OC)c(F)c2)C1=O,0.2%,-1.2,49,.,.,1%,1.6%,.,.,-6%,-6%,-19%,
CCc1ccc(-c2nc(CS(=O)CC(=O)NCCc3ccccc3)c(C)o2)cc1 (stereo not given),-0.2%,-0.7,46,.,.,-1%,1.5%,.,.,-5%,-2%,12%,
COc1ccc(CNS(=O)(=O)NCc2ccccc2)cc1,0.1%,-0.8,84,-10,0,-5%,0.8%,i,-3,-13%,-1%,-12%,
CN1CCc2c(C#N)c(N3CCOCC3)nc(NCC3CCCO3)c2C1 (stereo not given),.,2.0,44,.,.,.,0.6%,.,.,19%,-7%,-6%,
CC1CCC(NS(=O)(=O)c2ccc(Cl)nc2)CC1 (stereo not given),0.4%[50 µM],-0.5,31,.,.,-2%,0.8%,.,.,.,.,.,
O=[N+]([O-])c1cc(Cl)cc(/C=N\Nc2ccccn2)c1O,-0.5%,2.1,55,-14,2,19%,0.1%,i,25,-4%,-4%,2%,
O=C(CCN1CCN2CCCC2C1)N1c2ccccc2Sc2ccc(Cl)cc21 (stereo not given),0.1%,0.1,45,.,.,-6%,0.2%,.,.,11%,-4%,3%,
Cc1ccnc(NS(=O)(=O)c2ccc(NC(=O)C3CCCNC3=O)cc2)n1 (stereo not given),0.1%,0.1,80,-2,10,-7%,2.4%,i,6,-6%,-5%,1%,
CCc1ccc2[nH]c(=O)c(CN(CCN3CCCC3)C(=O)NC3CCCCC3)cc2c1,-0.1%,-0.7,53,-21,-3,2%,-2.4%,i,-10,0%,1%,8%,
O=C(c1cccc(OC2CCN(Cc3cccc(OCCO)c3)CC2)c1)N1CCCC1,-0.2%,0.8,69,.,.,-4%,0.1%,.,.,-3%,-4%,23%,
COc1ccc(NC(=O)NC2CCCc3ccccc32)c(OC)c1 (stereo not given),0.4%,0.6,70,.,.,3%,9.2%,.,.,14%,-7%,-4%,
CC(C)C[C@H](NS(=O)(=O)c1ccc(Br)cc1)C(=O)O,4.5%,0.1,57,54,21,2%,-1.0%,i,5,2%,-8%,4%,
CCC(C)NC(=O)CSC1=Nc2ccccc2C2=NC(c3ccccc3)C(=O)N12 (stereo not given),1.3%,-0.6,65,4,-9,-8%,0.8%,i,-1,-5%,-7%,6%,
Cc1cccc(-n2c(-c3csc(C)c3)n[nH]c2=S)c1,-6.1%,-0.2,62,0,8,-5%,1.3%,i,-16,4%,-2%,-7%,
COc1ccc2c(c1)N(C)/C(=C1/SC(=S)N(NC(C)=O)C1=O)S2,0.5%,0.3,51,.,.,19%,-0.1%,.,.,21%,-11%,-1%,
Cc1ccccc1SCCNC(=O)c1ccccc1Br,0.0%,-1.0,97,12,-4,0%,5.0%,i,-12,6%,-7%,-8%,
Cc1nc(C)c(-c2csc(Nc3ccc(C(=O)O)c(O)c3)n2)s1,-0.1%,0.6,63,.,.,-1%,-0.3%,.,.,7%,-5%,-1%,Dengue-2 NS5 capping pilot replicate=1.2
CC(C)/C(=N\NC(=O)Nc1ccccc1)c1ccccc1,-0.4%,-0.2,56,24,-7,-2%,3.3%,i,-21,10%,-7%,-2%,
C[C@@H](CN1C2=NC[C@H](C)N2C[C@H]1Cc1ccc(O)cc1)NC(=O)CCC1CCCCC1,0.8%,-2.3,102,1,7,1%,-1.6%,i,9,3%,-8%,-11%,
CCC(=O)Nc1ccccc1C(=O)NC1CCCCC1,-0.8%,-1.5,63,-8,-6,3%,-1.5%,i,-5,-4%,-4%,15%,
Cc1ccccc1-n1nnnc1SCC(=O)c1c(N)n(C)c(=O)n(C)c1=O,-0.1%,9.9,61,.,.,0%,0.5%,.,.,10%,-10%,2%,
O=CNc1ccccc1Oc1ccccc1,1.5%,-2.0,55,6,20,-2%,2.6%,i,-44,3%,-1%,-10%,
Cc1ccc(CN2CCN(Cc3cn(C(C)C)c4ccccc34)CC2CCO)o1 (stereo not given),0.1%,-0.9,53,-4,0,-6%,-1.5%,i,20,-7%,-7%,-5%,
COc1ccc(OC)c(NC(=O)CSc2nnc(CNc3ccc(C)cc3C)o2)c1,0.3%,-0.1,96,-6,6,-2%,1.9%,i,8,-9%,0%,-1%,

# Ordered by count of non-hydrogen atoms (high to low): some entries from above
SMILES,UTI89 phage lysis,NTR1 agonist,NTR1 agonist cell count 20 µM,WT yeast gro inh,WT yeast gro inh mutant strain,Dengue-2 NS5 capping,RSV CPE inhibition,Autophagy HCS,Autophagy HCS cell loss 18 h,AID2073,LYP phosphatase,GPR35 arrestin U2OS,others
O=C(c1cccc(OC2CCN(Cc3cccc(OCCO)c3)CC2)c1)N1CCCC1,-0.2%,0.8,69,.,.,-4%,0.1%,.,.,-3%,-4%,23%,
COc1ccc(OC)c(NC(=O)CSc2nnc(CNc3ccc(C)cc3C)o2)c1,0.3%,-0.1,96,-6,6,-2%,1.9%,i,8,-9%,0%,-1%,
CCC(C)NC(=O)CSC1=Nc2ccccc2C2=NC(c3ccccc3)C(=O)N12 (stereo not given),1.3%,-0.6,65,4,-9,-8%,0.8%,i,-1,-5%,-7%,6%,
Cc1ccccc1-n1nnnc1SCC(=O)c1c(N)n(C)c(=O)n(C)c1=O,-0.1%,9.9,61,.,.,0%,0.5%,.,.,10%,-10%,2%,
CCC(=O)Nc1ccccc1C(=O)NC1CCCCC1,-0.8%,-1.5,63,-8,-6,3%,-1.5%,i,-5,-4%,-4%,15%,
O=CNc1ccccc1Oc1ccccc1,1.5%,-2.0,55,6,20,-2%,2.6%,i,-44,3%,-1%,-10%,
